MT1-MMP act inh = inhibitors of human MT1-MMP activation | P50281 | 360,000 tested, 0.061% active | GFP/RFP ratio change, % at 20 µM | HT1080 RFP-PRO-GFP cells, GFP/RFP ratio fluorescence, overnight; percent of plate control window, DMSO zero | AID 651647;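 active means GFP/RFP ratio change of at least 30% with cell ATP level not reduced by more than half and red fluorescence within 50% of control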; further: strong numbers were not always called active
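Assay system: HT1080 cells carrying an RFP-PRO-GFP reporter | Dosing: Single dose of 20 µM compound, 1% DMSO final | Incubation: Cells overnight before dosing, compound overnight, 37 °C, 5% CO2 | Evaluation: GFP/RFP fluorescence ratio | Control set: DMSO and RFP-L50D-GFP cell wells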
E coli Lon inh = E. coli protease La inhibition. P0A9M0. purified E. coli Lon protease, fluorescence polarization. inhibition, % at 7.94 µM. 360,000 tested, 0.42% active; in the data active means inhibition above about 13%, passing the limit was not always enough;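 further: 0% = enzyme with probe and DMSO and 100% = no enzyme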
bovine MsrA act = activators of bovine methionine sulfoxide reductase A | purified bovine MsrA, absorbance read-out | activation, % at 10.6 µM | 360,000 tested, 0.3% active | AID 602163; in the data active means activation above about 7.5%;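 further: 0% = vehicle and 100% = reference activator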
Neddyl block = inhibitors of human cullin neddylation; P61081+Q13564; TR-FRET cullin neddylation, biochemical; calls only at 25 µM; 360,000 tested, 0.58% active; AID 651699; in the data active means inhibition above about 36%
SKN-1 block = inhibitors of C. elegans SKN-1. inhibition, % at 21.8 µM. 360,000 tested, 0.49% active. C. elegans VP596 Pgst-4::GFP/RFP ratio, acrylamide-induced, 24 h;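 active means interference check ratio from 0.5 to 1.5 plus GFP to RFP signal ratio inhibition reaching or exceeding a fixed threshold, cut at about 30% in these data, passing the limit was not always enough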; further: some compounds called inactive have numbers as strong as hits
NRP1-CendR mod = NRP-1/CendR interaction modulation; O14786; FAM-RPARPAR peptide binding to NRP-1, fluorescence polarization; inhibition, % at 25 µM; 360,000 tested, 0.85% active; AID 602438;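 active means inhibition or corrected inhibition above about 18%, plus a signal ratio from 0.5 to 1.5, limit read from the data, passing the limit was not always enough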; further: strong numbers were not always called active
FAS TE block = FAS thioesterase (human) inhibition; P49327; recombinant FAS-TE, OMFH fluorogenic substrate, fluorescence endpoint; inhibition, % at 15 µM; 360,000 tested, 0.67% active;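 active means compounds whose normalised, plate-corrected inhibition of enzyme fluorescence in the single-dose primary screen is 50% or more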;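 further: 0% = DMSO with enzyme and 100% = substrate without enzyme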
MsrA inh = inhibits bovine methionine sulfoxide reductase A; purified bovine MsrA, absorbance read-out; inhibition, % at 15.5 µM; 360,000 tested, 0.75% active; in the data active means inhibition above about 4.5%;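 further: 0% = vehicle wells with enzyme and 100% = reference inhibitor wells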
Rin1 Abl inh = inhibitors of human Rin1-Abl protein interaction. TR-FRET Rin1/Abl binding, biochemical. P00519+Q13671. inhibition, % at 7.35 µM. 360,000 tested, 0.4% active; in the data active means inhibition above about 5%, passing the limit was not always enough
An asterisk follows results filed as active; i = inactive; nt = not tested or not shown; + = active, no number.

SMILES	MT1-MMP act inh	E coli Lon inh	bovine MsrA act	Neddyl block	SKN-1 block	NRP1-CendR mod	FAS TE block	MsrA inh	Rin1 Abl inh
Cc1cc(Cl)ccc1OCc1nnc(-c2ccccc2C)o1	3	3	0	i	15	-11	23	-1.7	1
CCCCCCCN(C(=O)CCl)c1ccccc1C	-6	1	-3	i	10	-4	6	0.6	1
CC(C)C[C@H]1COCCS(=O)(=O)N1Cc1ccccc1F	3	4	0	i	11	25*	-2	0.0	0
COc1ccc(OC)c(CN2CCN(Cc3ccc(OC)c(OC)c3OC)CC2)c1	4	-6	-2	i	-5	15	-7	2.5	-1
CC(C)c1ccc(N2C(=O)CC(Sc3nc4ccccc4o3)C2=O)cc1 (stereo not drawn)	1	1	1	i	-5	-4	26	-1.2	-3
COc1cccc(NC(=O)c2cncs2)c1	1	3	-3	i	2	1	-7	-0.3	0
O=[N+]([O-])c1ccc(Nc2ccc(Cl)cc2)nc1	3	-3	-7	i	39*	8	28	0.5	1
CC1CN(C(=O)c2ccc3c(c2)OCO3)OC(c2ccccc2)O1 (stereo not drawn)	-1	-13	-4	i	-16	13	-9	-1.1	1
COc1ccc(NC(=O)N(C)C[C@H]2Oc3ccc(NS(=O)(=O)c4c(C)noc4C)cc3C(=O)N([C@H](C)CO)C[C@@H]2C)cc1	0	0	1	i	12	0	-8	-0.4	7
CC(C)=N/N=C(\N)SCc1ccccc1	1	8	-2	i	0	8	-3	0.0	-1
CC1=C(C(=O)OCC2CCCO2)C(c2coc3ccccc3c2=O)C2=C(CCCC2=O)N1 (stereo not drawn)	-3	0	-3	i	-3	-6	-2	1.4	6
O=C(N/N=C/c1ccc(-c2cccc(C(F)(F)F)c2)o1)c1cccc(F)c1	-1	1	0	i	15	-7	16	3.2	-4
Cc1nc(CS(=O)c2ccc(Cl)cc2)cc(N2CCOCC2)n1 (stereo not drawn)	0	-3	-7	i	-2	4	-2	-0.4	-1
O=C1CC(c2ccco2)Cc2nc(NCC3CCCO3)ncc21 (stereo not drawn)	6	-10	-3	i	2	15	-5	1.1	1
COc1cccc2c1cc1c(=O)n(CC(=O)NCCCc3ccccc3)nc(C)n12	0	-9	-3	i	13	-5	-4	nt	3
CCOc1ccccc1C(=O)Nc1cc2c(cc1N1CCCC1)n(CC)c(=O)n2CC	0	1	-5	+	1	6	8	0.9	2
CN(C)/C=C(/C(=O)c1ccc(Cl)cc1)S(=O)(=O)c1ccccc1	-1	-8	-6	i	18	-1	-4	1.3	-1
COc1cc(OC)c(OC)cc1CN1CCN(C(=O)c2cccc3ccccc23)CC1	4	-4	-7	i	-11	7	-2	1.7	-1
CC(=O)Nc1c(C)ccc([N+](=O)[O-])c1C	-6	0	-6	i	-1	-3	-6	1.1	2
COc1ccc(N2CCN(C(c3cccs3)c3nnnn3C3CCCC3)CC2)cc1 (stereo not drawn)	-5	4	-1	i	13	-2	28	-0.1	2

A second format for part of the listing above.
Compound,MT1-MMP act inh,E coli Lon inh,bovine MsrA act,Neddyl block,SKN-1 block,NRP1-CendR mod,FAS TE block,MsrA inh,Rin1 Abl inh
CC1CN(C(=O)c2ccc3c(c2)OCO3)OC(c2ccccc2)O1 (stereo not drawn),-1,-13,-4,i,-16,13,-9,-1.1,1
COc1ccc(NC(=O)N(C)C[C@H]2Oc3ccc(NS(=O)(=O)c4c(C)noc4C)cc3C(=O)N([C@H](C)CO)C[C@@H]2C)cc1,0,0,1,i,12,0,-8,-0.4,7
CC(C)=N/N=C(\N)SCc1ccccc1,1,8,-2,i,0,8,-3,0.0,-1
CC1=C(C(=O)OCC2CCCO2)C(c2coc3ccccc3c2=O)C2=C(CCCC2=O)N1 (stereo not drawn),-3,0,-3,i,-3,-6,-2,1.4,6
O=C(N/N=C/c1ccc(-c2cccc(C(F)(F)F)c2)o1)c1cccc(F)c1,-1,1,0,i,15,-7,16,3.2,-4
Cc1nc(CS(=O)c2ccc(Cl)cc2)cc(N2CCOCC2)n1 (stereo not drawn),0,-3,-7,i,-2,4,-2,-0.4,-1
O=C1CC(c2ccco2)Cc2nc(NCC3CCCO3)ncc21 (stereo not drawn),6,-10,-3,i,2,15,-5,1.1,1
COc1cccc2c1cc1c(=O)n(CC(=O)NCCCc3ccccc3)nc(C)n12,0,-9,-3,i,13,-5,-4,nt,3
CCOc1ccccc1C(=O)Nc1cc2c(cc1N1CCCC1)n(CC)c(=O)n2CC,0,1,-5,+,1,6,8,0.9,2
CN(C)/C=C(/C(=O)c1ccc(Cl)cc1)S(=O)(=O)c1ccccc1,-1,-8,-6,i,18,-1,-4,1.3,-1
COc1cc(OC)c(OC)cc1CN1CCN(C(=O)c2cccc3ccccc23)CC1,4,-4,-7,i,-11,7,-2,1.7,-1
CC(=O)Nc1c(C)ccc([N+](=O)[O-])c1C,-6,0,-6,i,-1,-3,-6,1.1,2
COc1ccc(N2CCN(C(c3cccs3)c3nnnn3C3CCCC3)CC2)cc1 (stereo not drawn),-5,4,-1,i,13,-2,28,-0.1,2

Further compounds.
SMILES	MT1-MMP act inh	E coli Lon inh	bovine MsrA act	Neddyl block	SKN-1 block	NRP1-CendR mod	FAS TE block	MsrA inh	Rin1 Abl inh
CCOC(=O)CC(=O)N/N=C/c1c(N)n(C)c(=O)n(C)c1=O	1	-1	-3	i	-2	1	-7	3.4	1
C=CCSc1nccc(=O)[nH]1	8	1	-1	i	13	18	-9	-1.1	2
CCN(CC)CCCNC(=O)c1[nH]c2ccccc2c1Sc1ccc(Cl)cc1	-7	-5	-2	i	11	-35	4	1.9	0
O=C(CNC(=S)NC(=O)c1ccc(Br)o1)c1ccccc1	3	-1	-3	i	-5	4	-4	1.0	3
Cc1ccc(CNC(=O)c2cc(C3CC3)nc3c2cnn3C(C)C)cc1	-3	-2	-7	+	8	4	22	0.2	2
Cc1ccc(OCCNC(=O)c2ccc3ccccc3n2)cc1	-1	0	-2	i	-3	3	20	-1.7	-1
CCC(C)CN1C(=O)CN(S(C)(=O)=O)CC1(C)C(=O)Nc1c(C)cccc1C (stereo not drawn)	1	nt	nt	i	-3	5	nt	-0.4	nt
CCCCS(=O)(=O)C(=C1Nc2ccccc2N1)S(=O)(=O)CCCC	-5	-7	0	i	5	-8	1	0.2	0
O=C(NC(=S)NC1CCCCC1)c1ccc(F)cc1	0	2	-3	i	17	-1	15	-1.2	1
CCN(CC)S(=O)(=O)c1ccc(/C=C/C(=O)OCC(=O)c2c(N)n(C)c(=O)n(C)c2=O)cc1	-1	1	-3	i	7	8	0	0.2	3

Given in markdown: two of the compounds above
| smiles | MT1-MMP act inh | E coli Lon inh | bovine MsrA act | Neddyl block | SKN-1 block | NRP1-CendR mod | FAS TE block | MsrA inh | Rin1 Abl inh |
| --- | --- | --- | --- | --- | --- | --- | --- | --- | --- |
| Cc1ccc(CNC(=O)c2cc(C3CC3)nc3c2cnn3C(C)C)cc1 | -3 | -2 | -7 | + | 8 | 4 | 22 | 0.2 | 2 |
| Cc1ccc(OCCNC(=O)c2ccc3ccccc3n2)cc1 | -1 | 0 | -2 | i | -3 | 3 | 20 | -1.7 | -1 |

Next section
SMILES	MT1-MMP act inh	E coli Lon inh	bovine MsrA act	Neddyl block	SKN-1 block	NRP1-CendR mod	FAS TE block	MsrA inh	Rin1 Abl inh
CCCCn1c(N)c(N(CCC(C)C)C(=O)COC(=O)c2cccnc2SC)c(=O)[nH]c1=O	-3	2	-1	i	21	5	-3	0.2	0
O=C(Cn1nnc2ccccc2c1=O)Nc1cc(C(F)(F)F)ccc1N1CCOCC1	-4	4	-1	i	7	5	6	-0.5	2
O=C(CN1CCOCC1)Nc1ccc(Oc2ccc(NC(=O)CN3CCOCC3)cc2)cc1	2	-1	-3	i	6	-13	-3	2.1	-5
O=C(Nc1cc(C(F)(F)F)ccc1Cl)C(Sc1cccc[n+]1[O-])c1ccccc1 (stereo not drawn)	-1	-1	-2	i	2	1	7	0.7	1
O=C(NCc1ccco1)c1c(Cl)cccc1Cl	-7	7	-8	i	5	-1	-4	0.8	4
Cc1ccc(S(=O)(=O)NC(=O)c2cc(C)n(CCCN3CCOCC3)c2C)cc1	1	2	1	i	10	11	-6	-0.4	4
CC(C)c1nn2c(N)c(/C=C3\C=Nc4ccccc43)c(=O)nc2s1	0	-17	-3	i	-18	-3	-6	-0.2	1
COc1ccc(NC(=O)OCCN2CCN(Cc3ccccc3)CCC2=O)cc1	4	-10	-7	i	5	12	-9	0.8	4
CN(C)S(=O)(=O)c1ccc(N2CCCC2)c(C(=O)N2CCN(S(=O)(=O)c3cccc(F)c3)CC2)c1	-3	4	-4	i	-4	-11	8	0.3	6
CCOC(=O)C1(CC2CCCCO2)CCN(Cc2c(C)cc(C)cc2-n2cccn2)CC1 (stereo not drawn)	1	-3	-2	i	0	-6	-1	-1.2	-3
CCCCNC(=O)N(O)C1N(/N=C/c2ccco2)C(=S)SC1(C)C (stereo not drawn)	0	-3	-5	i	13	2	-4	3.1	-2
Cc1c(C(=O)Nc2c3c(nn2C(C)(C)C)CS(=O)(=O)C3)cccc1[N+](=O)[O-]	-4	-5	-2	i	2	10	-10	-0.7	-2
CN(Cc1ccccc1)C(=O)COC(=O)c1ccc(Br)o1	-2	1	-6	i	-8	0	1	0.5	5
COc1cc(OC)nc(N/N=C(\c2ccccc2)c2ccncc2)n1	-3	-4	-3	i	0	14	-8	1.3	0
COC(=O)C[C@H]1C[C@H]2c3cc(NC(=O)Nc4ccc(C(F)(F)F)cc4)ccc3O[C@H]2[C@@H](CO)O1	4	-7	0	i	13	-1	-2	-0.9	-2
CCOC(=O)CC1=C(C(=O)OCC)C(c2ccncc2)C(C#N)=C(N)O1 (stereo not drawn)	-6	3	-4	i	-9	1	-7	0.1	1
CC(C)(C)c1nc2ccccc2c2nnc(SCC(=O)Nc3nccs3)n12	-4	-7	-5	i	14	-4	-5	-0.5	1
COC(=O)CCCn1nc(NC(=O)COc2ccc(F)cc2)cc1C	2	-7	-4	i	-3	4	-3	0.7	-4
Cc1cc2cc(CNS(=O)(=O)c3ccc4ccccc4c3)ccc2n1C	45*	16*	-4	i	54	0	-5	0.6	-3
COc1ccc(C(=O)N/C(=C\c2ccccc2)C(=O)N2CCOCC2)cc1	-2	-7	-2	i	17	10	-4	0.5	4
CC(=O)Oc1c(C)c(C)c2c(c1C)CC[C@@](C)(CCC[C@H](C)CCC[C@H](C)CCCC(C)C)O2	0	23	-2	i	-2	3	4	0.2	0
O=C(c1ccccn1)c1ccc2ccccc2n1	-2	2	-2	i	-1	4	-6	-0.8	-5
Cc1ccn2c(CNCC3COCCO3)c(C(=O)N3CCCCCC3)nc2c1 (stereo not drawn)	0	3	-7	i	-6	11	-6	-0.7	0
Cc1ccc2c(c1)c1c3n2CC(=C2C(=O)OC(C)(C)OC2=O)NC3CCC1 (stereo not drawn)	-26	-6	6	+	18	-22	18	0.6	-2
O=C(NCCCN1CCCC1=O)c1ccc2c(c1)NC(=O)c1ccccc1S2	0	-1	-1	i	-6	1	-4	-1.1	2
CCOc1ccc(S(=O)(=O)N2CCN(C(=O)CN3C(=O)NC(C)(C)C3=O)CC2)cc1	-2	-1	-1	i	-8	5	4	-1.7	0
O=C(c1cccs1)N1CCN(S(=O)(=O)Cc2ccccc2)CC1	1	12	1	i	23	2	3	-0.6	-2
COC(=O)c1ccccc1N=Nc1c(C)n[nH]c1C	-4	-4	-3	i	1	9	-4	3.0	-2
O=[N+]([O-])c1ccccc1Sc1nccn1Cc1ccccc1	0	-1	-2	i	7	1	8	-0.9	-1
COc1ccc(CN(C)C(=O)c2ccccc2OCc2c(C)noc2C)c(OC)c1	1	1	-1	i	12	3	-4	-0.7	3
